DNMT1 block = human DNMT1 methyltransferase inhibitors, primary screen, biochemical, molecular beacon, fluorescence, HinP1I cleavage, uHTS | DNA (cytosine-5)-methyltransferase 1 (Homo sapiens), P26358 | inhibition (reported as % activation of signal), % at 10 µM | 0.83% of 360,000 active | AID 588458, 2011; in the data active = inhibition above about 50%
STEP inh = STEP phosphatase inhibitors, primary screen, biochemical, fluorescence intensity, uHTS; Tyrosine-protein phosphatase non-receptor type 5 (Homo sapiens), P54829; recombinant STEP, OMFP fluorogenic substrate; inhibition, % at 20 µM; 0.25% of 360,000 active; AID 588621, 2011;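 active = inhibition at 20 µM, scaled per plate between control wells, above about 37%, limit read from the data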;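 also: 0% = DMSO with enzyme and substrate and 100% = substrate only without enzyme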
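System: STEP phosphatase, cell-free reaction; Buffer or medium: Bis-Tris pH 6.0 buffer with DTT, detergent; Incubation: 20 min at room temperature, dark; Measured by: fluorescence, 480/540 nm.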
NadD block = inhibitors of S. aureus NadD, primary screen, biochemical, colorimetric, uHTS; inhibition, % at 20 µM; Nicotinate-nucleotide adenylyltransferase NadD (Staphylococcus aureus N315); purified NadD enzyme, colorimetric absorbance read-out; AID 602399, 2012; 0.78% of 360,000 active; in the data active = inhibition above about 26%; also: some compounds past the cut are filed as inactive
Rpn11 inh = Rpn11 (PSMD14) deubiquitinase inhibitors, primary screen, biochemical, fluorescence polarization, uHTS; human 26S proteasome, Ub4-pepOG fluorescence polarization; 20S core pre-blocked with epoxomicin; AID 588493, 2011; 26S proteasome non-ATPase regulatory subunit 14 (Homo sapiens), O00487; calls only at 20 µM; 0.59% of 360,000 active;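 active = inhibition at 20 µM, scaled to each plate's controls, above about 33%, limit read from the data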
Target sequence (O00487 whole entry, looked up): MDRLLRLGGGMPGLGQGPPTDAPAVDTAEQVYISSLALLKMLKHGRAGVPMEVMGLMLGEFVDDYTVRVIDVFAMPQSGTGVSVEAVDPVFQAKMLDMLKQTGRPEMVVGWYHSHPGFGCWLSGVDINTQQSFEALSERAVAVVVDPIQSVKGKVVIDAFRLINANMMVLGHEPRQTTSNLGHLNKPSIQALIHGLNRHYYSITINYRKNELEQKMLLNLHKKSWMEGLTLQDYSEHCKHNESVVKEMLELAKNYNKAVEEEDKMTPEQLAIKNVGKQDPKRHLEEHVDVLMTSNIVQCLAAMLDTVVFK
MLLE-PAM2 inh = inhibitors of PABP1 MLLE–PAM2 peptide binding, primary screen, biochemical, fluorescence polarization, FITC-PAM2, GST-MLLE; Polyadenylate-binding protein 1 (Homo sapiens), P11940; inhibition, % at 20 µM; 0.36% of 360,000 active; in the data active = inhibition above about 35%, passing the limit was not always enough;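 also: plate controls were DMSO wells with GST-MLLE for no effect and wells lacking GST-MLLE protein for full effect; some results filed as inactive read as strong as hits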
LMPTP inh = LMPTP phosphatase inhibitors, primary screen, biochemical, fluorescence intensity, uHTS. recombinant LMPTP-A, OMFP fluorogenic substrate. Low molecular weight phosphotyrosine protein phosphatase (Homo sapiens), P24666. 0.22% of 360,000 active. inhibition, % at 20 µM;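 active = compounds that cut the enzyme signal by at least half of the control window in the single-dose screen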;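 also: plate controls were DMSO wells with enzyme plus substrate for no effect and substrate without enzyme for full effect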
Target sequence (P24666 whole entry, looked up): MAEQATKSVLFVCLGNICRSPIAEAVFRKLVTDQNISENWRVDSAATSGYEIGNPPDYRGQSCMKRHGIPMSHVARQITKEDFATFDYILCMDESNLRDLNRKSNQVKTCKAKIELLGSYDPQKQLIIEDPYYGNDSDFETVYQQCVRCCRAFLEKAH
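Assay system: LMPTP-A enzyme. Input: 0.625 nM LMPTP-A final. Probe or stimulus: 400 µM OMFP. Compound dosing: single 20 µM dose. Schedule: 50 min dark incubation at room temperature. Detection: fluorescence intensity of OMFP turnover product. Read-out: percent inhibition versus substrate-only and uninhibited controls. Benchmarks: no-enzyme low control, uninhibited high control.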
TbMetRS inhib = T. brucei MetRS inhibitors, primary screen, biochemical, luminescence | methionyl-tRNA synthetase (Trypanosoma brucei brucei) | purified T. brucei MetRS, ATP depletion, Kinase-Glo luminescence | AID 624268, 2012 | 0.4% of 360,000 active | inhibition, % at 11.9 µM;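 active = inhibition above a per-plate cutoff of the control wells' mean inhibition plus 3 SD, cut at about 5.5% in these data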;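 also: 0% = DMSO wells median and 100% = median of wells with control inhibitor compound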
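Measured by: Kinase-Glo luciferase luminescence reporting remaining unconsumed ATP. Material: purified T. brucei MetRS enzyme. Doses: 11.9 µM compound single dose, 0.9% DMSO. Medium: HEPES buffer containing pyrophosphatase, BSA, spermine, DTT. Times: 15 min preincubation, 2 h reaction, all 25 °C. Reagent: methionine, ATP and bulk E. coli tRNA.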
Scp-1 inhibitor = Scp-1 phosphatase inhibitors, primary screen, biochemical, colorimetric, uHTS; inhibition, % at 20 µM; Recombinant Scp1, phosphopeptide, malachite green phosphate absorbance; 0.88% of 340,000 active;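 active = inhibition above about 50% at 20 µM, limit read from the data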;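 also: plate controls were DMSO wells with enzyme for no effect and wells lacking enzyme for full effect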
Target sequence (Q9GZU7 76-261 limits assumed): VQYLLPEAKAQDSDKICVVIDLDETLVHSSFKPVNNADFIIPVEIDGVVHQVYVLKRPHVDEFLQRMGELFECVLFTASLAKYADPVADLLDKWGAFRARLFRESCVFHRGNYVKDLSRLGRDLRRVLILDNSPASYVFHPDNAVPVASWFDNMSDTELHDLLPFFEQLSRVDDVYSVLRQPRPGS
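Test system: SCP-1 phosphatase catalytic domain, residues 76-261; measured by: colorimetric phosphate reagent with accelerator and stabiliser, absorbance at 630 nm; timing: enzyme reaction 45 min at room temperature, colour 5 min, stabilisation 30 min; also added: Phosphorylated 17-residue peptide substrate; compound dosing: one concentration, 20 µM, with 1.0% DMSO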
CSN deneddyl inh = inhibitors of CSN-mediated cullin deneddylation, primary screen, biochemical, fluorescence polarization, uHTS; inhibition, % at 12.5 µM; 0.38% of 360,000 active; Purified CSN, SCF-Nedd8-OG deneddylation; COP9 signalosome complex subunit 5 (Homo sapiens), Q92905; AID 651999, 2013;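 active = pattern-corrected inhibition above about 35%, with an unprinted fluorescence ratio check between 0.5 and 1.5, limit read from the data, passing the limit was not always enough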;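 also: 0% = enzyme with substrate and 100% = substrate without enzyme; some results filed as inactive read as strong as hits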
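assay system = purified human Csn5 enzyme expressed in HEK293T cells | amount = 0.24 nM enzyme | buffer or medium = Tris/NaCl/DTT buffer, pH 7.5 | reagent = 10 nM SCFSkp2-Nedd8OG | compound = one concentration, 12.5 µM, 0.25% DMSO | times = 90 min reaction at room temperature | signal = FP | read-out basis = % inhibition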
SUMO1-SIM PPI = modulators of SUMO1 protein-protein interactions, primary screen, biochemical, uHTS | SUMO1 binding to a labelled peptide, TR-FRET, 1 h | 0.33% of 360,000 active | AID 602429, 2012 | Small ubiquitin-related modifier 1 (Homo sapiens), P63165 | inhibition, % at 20 µM; in the data active = inhibition above about 37%
Target sequence (P63165 whole entry, looked up): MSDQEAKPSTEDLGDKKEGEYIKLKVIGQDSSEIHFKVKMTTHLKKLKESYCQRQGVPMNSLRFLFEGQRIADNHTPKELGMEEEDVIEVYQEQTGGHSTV
* marks the source's active call; other numbers are inactive results; i = inactive; x = no result given.

SMILES	DNMT1 block	STEP inh	NadD block	Rpn11 inh	MLLE-PAM2 inh	LMPTP inh	TbMetRS inhib	Scp-1 inhibitor	CSN deneddyl inh	SUMO1-SIM PPI
CCCCNC(=O)Oc1cccc(N2CCCC2=O)c1	1	0	-1	i	-1	0.1	-0.1	0	7	9
CS(=O)(=O)c1ccc(Cl)c(NC(=O)CCCc2nc3ccccc3c(=O)[nH]2)c1	6	1	1	i	-61	-1.7	-0.3	2	-3	-1
O=C(c1ccc(F)c(S(=O)(=O)N2CCOCC2)c1)N1CCc2ccccc21	-5	0	-2	i	-12	-0.4	-0.3	0	4	4
COc1ccc(-c2ccnc(-c3ccc(OCCCF)cc3)n2)cc1	-7	6	6	i	-7	3.6	-0.6	14	11	3
O=C(c1ccncc1)N1CCc2ccccc2C1	-2	0	3	i	-1	-1.1	-0.5	1	-1	-2
CCn1c(C2CCN(S(=O)(=O)c3ccc(OC)cc3)CC2)n[nH]c1=S	5	1	13	i	-13	-0.8	0.5	5	-10	0
C=CCN=C1SCC(=O)N1S(=O)(=O)c1ccc(C)cc1	2	-3	-6	i	-9	-0.4	-1.2	0	-3	-2
O=C(CN(CC1CCCO1)C(=O)CNS(=O)(=O)c1ccc(F)cc1)NCc1ccc(F)cc1 (stereo not given)	2	-1	-5	i	8	0.2	-0.5	1	-3	3
O=C(O)c1ccc(-c2nc(-c3ccc(Cl)cc3)cs2)cc1	-2	-1	3	i	9	0.3	-0.6	-4	-3	-6
C=CCOn1c(=O)c(-c2cccs2)[n+]([O-])c2ccccc21	-13	-1	2	i	5	1.1	0.2	6	0	-4
O=C(Nc1ccc(S(=O)(=O)N2CCCCCC2)cc1)c1[nH]ncc1[N+](=O)[O-]	-6	-2	5	i	1	0.6	-0.2	x	6	8
Cc1ccc(C(=O)NCCc2ccc(S(=O)(=O)N3CCCC3)cc2)cc1	0	-1	-3	i	2	-1.3	-0.1	-7	-6	2
Cc1cc(C(=O)Nc2ccc3c(c2)CCC3)c2ccccc2n1	-7	2	0	i	-48	1.7	1.2	-1	5	0
Cc1ccc(C(=O)COC(=O)CCN2C(=O)C3C4C=CC(C5CC45)C3C2=O)cc1 (stereo not given)	1	-1	-12	i	14	0.2	-0.6	-9	-2	-1
Cc1cc(C)cc(OCC(=O)OCC(=O)Nc2cc(S(=O)(=O)N3CCOCC3)ccc2Cl)c1	-15	3	-5	i	-2	1.8	-0.6	0	-1	13
CC(=O)c1cc(F)ccc1OCC(=O)N1CCCc2ccccc21	1	-4	-4	i	-10	-0.8	-0.4	-12	-1	7
COCCCN1C(=O)C(=O)/C(=C(/O)c2ccc(S(=O)(=O)N3CCCCC3)cc2)C1c1cccc(OC)c1 (stereo not given)	2	0	15	i	1	-0.3	-0.9	5	3	-17
NS(=O)(=O)c1ccc(NC(=O)COC(=O)c2c3c(nc4ccccc24)/C(=C\c2ccc4c(c2)OCO4)CCC3)cc1	-32	-4	55*	i	-1	5.4	0.4	8	4	6
CCOc1ccc(-c2cnc3n2CCCCC3)cc1	-2	0	2	i	11	-2.4	-0.8	-4	1	2
COC(=O)[C@H](CC(C)C)NS(=O)(=O)N(Cc1ccccc1)[C@@H](CC(C)C)C(=O)OC	2	1	-13	i	1	0.5	-0.3	-8	0	-4
CN(CC(=O)Nc1ccccc1C(F)(F)F)C(=O)COc1ncnc2ccccc12	-1	1	3	i	0	-1.1	-0.1	-7	-6	1
O=C(O)C1CCCN1S(=O)(=O)c1cccc(S(=O)(=O)N2CCCC2C(=O)O)c1 (stereo not given)	2	0	3	i	11	-0.6	-0.4	-9	-8	1
Cc1cc(C)c2c(N)c(C(=O)c3ccc(Cl)c(Cl)c3)sc2n1	0	19	5	i	-30	62*	-0.6	80*	4	-5
CC(=O)Nc1ncc(Cc2cccc(Cl)c2Cl)s1	-3	1	-4	i	-11	1.6	-0.3	-5	-1	-2
O=C(COc1ncnc2ccccc12)NC1CCCCC1	2	-5	-4	i	17	-2.3	-0.3	5	-3	-1
Next part.
SMILES	DNMT1 block	STEP inh	NadD block	Rpn11 inh	MLLE-PAM2 inh	LMPTP inh	TbMetRS inhib	Scp-1 inhibitor	CSN deneddyl inh	SUMO1-SIM PPI
N#CC[C@H](Cc1ccccc1)N1CC[C@@H](O)CCC1=O	1	0	-1	i	10	-0.1	-0.2	-11	5	-4
CCN(C[C@H]1N[C@@](C)(C(=O)OC)[C@H]2C(=O)N(Cc3ccccc3)C(=O)[C@@H]12)C(=O)c1ccc(C)cc1	4	-2	0	i	9	-1.9	-1.8	0	-1	13
Cc1nc(N)c(Cc2ccc(Cl)cc2Cl)c(N)n1	1	0	-2	i	9	13	1.3	-6	-4	0
C/C(=C\c1ccccc1)CN1CCC(C(=O)N2CCCCC2)CC1	0	3	2	i	-1	-2.3	0.2	-1	-15	-3
CC1(C)c2ccccc2-c2nc3ccccc3cc2C1N1CCOCC1 (stereo not given)	1	2	0	i	3	2.6	-0.5	-4	0	5
CC(C)CC1NC(=O)N(CC(=O)Nc2ccc(OC(F)F)cc2)C1=O (stereo not given)	9	-1	-4	i	5	0.5	-0.4	3	-5	-2
Cc1ccc(S(=O)(=O)Nc2nc(-c3ccc(F)cc3)cs2)cc1	0	4	-3	i	25	-0.2	-0.6	-8	-4	1
Cc1ccc(OCC(=O)N2CC(C)CC(C)C2)c([N+](=O)[O-])n1 (stereo not given)	-1	-3	1	i	7	0.0	-0.1	-5	1	-20
CCC(C)NC(=O)COc1ccc(OCc2ccccc2)cc1 (stereo not given)	-1	-1	-1	i	11	0.1	-0.4	-8	-1	0
COc1ccc2sc(-c3ccccc3OC)c(-c3ccc4c(c3)OCCO4)c2c1	0	0	2	i	-2	3.9	-0.2	-6	-2	-16
CCOC(=O)Cn1nnnc1CN(Cc1ccc(OC)cc1)Cc1cc2cc(C)ccc2[nH]c1=O	-4	-2	-2	i	-2	-0.6	0.5	-5	-4	5
N=C1C(c2nc(-c3ccc(F)cc3)cs2)=C(O)CN1CCCN1CCOCC1	-6	-1	-4	i	-57	-3.3	-1.3	-6	-2	2
COc1ccccc1OCCC(=O)OCC(=O)NCc1ccc(Cl)cc1	2	-3	-7	i	-1	-1.4	-0.9	-14	-8	0
CC(C)(C)n1nnnc1C(c1cccs1)N1CCN(C/C=C/c2ccccc2)CC1 (stereo not given)	1	0	-4	i	14	0.3	-0.9	x	2	6
COc1cc(C(=O)Nc2cc(-c3ccccc3)[nH]n2)cc(OC)c1OC	-6	1	4	i	-14	0.0	0.1	-2	0	2
CCCn1c(SCC(=O)c2cc(C)n(-c3ccc4c(c3)OCO4)c2C)n[nH]c1=O	-6	-2	4	i	-37	0.6	-0.5	-5	2	-3
CCOC(=O)CSc1nc2sc3c(c2c(=O)n1-c1ccccc1)CCN(C(C)C)C3	2	-1	3	i	-13	3.9	-1.7	6	4	-15
OC(C#CCN1CCOCC1)c1cccs1 (stereo not given)	1	1	5	i	3	-2.1	-0.9	-2	6	-2
C[C@H]1COC(=O)[C@@H](Cc2ccc(F)cc2)C/C=C\C[C@H](CC(=O)NCCO)C(=O)N1	0	0	-2	i	7	0.0	-0.3	-6	-1	-8
CC(C)(C)C(=O)NC(=S)Nc1cc(C(F)(F)F)ccc1N1CCOCC1	0	4	-10	i	15	1.9	0.2	-7	0	-2
COc1ccnc(Oc2ccc(F)cc2)c1C(=O)N/C=N/OCc1ccc(Cl)cc1Cl	-14	-3	-3	i	-1	4.8	-0.6	22	-3	-3
CCOC(=O)N1CCN(C(=O)/C=C/c2c(C)nn(-c3ccc(F)cc3)c2Cl)CC1	2	-2	-6	i	11	0.3	0.0	-3	-4	-3

Some of the entries so far, in CSV form:
Molecule,DNMT1 block,STEP inh,NadD block,Rpn11 inh,MLLE-PAM2 inh,LMPTP inh,TbMetRS inhib,Scp-1 inhibitor,CSN deneddyl inh,SUMO1-SIM PPI
CCOC(=O)N1CCN(C(=O)/C=C/c2c(C)nn(-c3ccc(F)cc3)c2Cl)CC1,2,-2,-6,i,11,0.3,0.0,-3,-4,-3
CC1(C)c2ccccc2-c2nc3ccccc3cc2C1N1CCOCC1 (stereo not given),1,2,0,i,3,2.6,-0.5,-4,0,5
Cc1ccc(S(=O)(=O)Nc2nc(-c3ccc(F)cc3)cs2)cc1,0,4,-3,i,25,-0.2,-0.6,-8,-4,1

Entries of single compounds, quoted from the list.
O=C(O)C1CCCN1S(=O)(=O)c1cccc(S(=O)(=O)N2CCCC2C(=O)O)c1 (stereo not given) reads DNMT1 block: 2; STEP inh: 0; NadD block: 3; Rpn11 inh: i; MLLE-PAM2 inh: 11; LMPTP inh: -0.6; TbMetRS inhib: -0.4; Scp-1 inhibitor: -9; CSN deneddyl inh: -8; SUMO1-SIM PPI: 1
COc1ccccc1OCCC(=O)OCC(=O)NCc1ccc(Cl)cc1 reads DNMT1 block: 2; STEP inh: -3; NadD block: -7; Rpn11 inh: i; MLLE-PAM2 inh: -1; LMPTP inh: -1.4; TbMetRS inhib: -0.9; Scp-1 inhibitor: -14; CSN deneddyl inh: -8; SUMO1-SIM PPI: 0

High-throughput results: PubChem BioAssay, several laboratories
